GALK inh – inhibitors of human galactokinase (GALK). P51570. recombinant GALK, Kinase-Glo ATP luminescence, 1 h. 44,000 tested, under 10 active. Potency, µM (series often up to 57.5 µM), for the others: top-dose activity, negative = inhibition, most hits filed as inhibitors;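 further: plate controls were full GALK reaction for no effect and reaction lacking GALK for full effect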
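Compounds were pinned into ATP buffer, then GALK-galactose mix was added (final 5 nM enzyme, 35 uM ATP, 100 uM galactose, pH 8.0). After 1 h at room temperature, Kinase-Glo Plus was added and luminescence read.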
p53null 39C kill – selectivity test: cytotoxicity in p53 null cells, nonpermissive temperature | Potency, µM (titrated, usually from 46.1 µM), for the others: at the top dose activity, negative = cell killing, most hits filed as cytotoxic | 55,000 compounds, 0.97% hits | H1299 p53-null (neo) cells, 39C, ATPlite viability, 24 h | AID 904;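 further: potency means the concentration at half of the fitted maximal effect; 0% = DMSO only and -100% = full killing by 100 µM tamoxifen; nearly all actives have a fitted effect of over 50% in size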
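Following overnight plating at 37C (600 cells/well), H1299-neo or H1299-p53A138V cells are dosed up to 46 uM. Incubation lasts 24 hr at 39C before ATP detection.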
PTAP-TSG101 blk – TSG101-PTAP interaction inhibition, HIV-1 budding; Q99816; Fluorescence polarization, FITC-PTAP peptide/Tsg101, 20 min; Potency, µM (top dose mostly 115 µM), without a hit: at the highest dose activity change, negative = inhibition, usual class: inhibitors; 44,000 tested, under 10 active; AID 1347069; further: potency means the concentration at half of the fitted maximal effect; 0% is about no effect
Target sequence (Q99816 whole entry, looked up): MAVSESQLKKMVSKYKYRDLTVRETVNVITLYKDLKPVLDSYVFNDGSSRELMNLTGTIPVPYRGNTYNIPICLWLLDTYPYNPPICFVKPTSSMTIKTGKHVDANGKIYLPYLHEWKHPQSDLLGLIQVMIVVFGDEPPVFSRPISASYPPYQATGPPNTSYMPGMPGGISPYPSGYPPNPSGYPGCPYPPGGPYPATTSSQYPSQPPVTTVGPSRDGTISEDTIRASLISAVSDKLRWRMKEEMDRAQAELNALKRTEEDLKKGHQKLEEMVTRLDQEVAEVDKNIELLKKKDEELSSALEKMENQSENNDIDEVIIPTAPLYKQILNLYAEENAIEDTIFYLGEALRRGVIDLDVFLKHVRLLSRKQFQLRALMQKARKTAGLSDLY
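Steps: Tsg101 binding domain (10 uM final) in HEPES pH 7.5/NaCl/Tween 20/EDTA/TCEP; add compound; add FITC-PTAP peptide (50 nM final); incubate 20 min r.t.; read polarization.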
FH mod – Identification of activators of human fumarate hydratase by quantitative high-throughput screening | AID 1347055, 2019 | Potency, µM (series often up to 79.9 µM), without a hit: at the highest dose activity change, negative = inhibition, hits mostly inhibitors | Fumarate hydratase, mitochondrial (Homo sapiens), P07954 | FH coupled MDH/diaphorase resazurin fluorescence, 15 min | 54,000 compounds, 0.22% hits; further: potency means the concentration at half of the fitted maximal effect; on the % scale 0 is the no-effect control and ±100 the full control effect; the screen sought activators but most active calls are inhibition curves; nearly all actives have a fitted effect of over 45% in size
p53null 32C kill – kills p53 null cells at the permissive temperature; H1299-neo p53 null cells, ATP luminescence, 24 h, 32C; Potency, µM (top dose mostly 46.1 µM), for the others: at the highest dose activity change, negative = cytotoxicity, usual class: cytotoxic; 55,000 compounds, 0.62% hits; AID 903;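 further: potency means the concentration at half of the fitted maximal effect; 0% = DMSO only and -100% = full killing by 100 µM tamoxifen; nearly all actives have a fitted effect of over 55% in size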
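Luminescent ATP readout gave cell viability of p53-null H1299-neo cells after a 24 h compound exposure at the permissive 32C. Titrations ran up to 46 uM, and AC50s were fitted with the standard Hill equation.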
NTMT1 inhibitor – blocks human N-terminal methyltransferase 1 activity; NTMT1 MTase-Glo SAH luminescence, purified enzyme; 59,000 compounds, 2.5% hits; Potency, µM (titrated, usually from 114 µM), for inactives: top-dose activity change, negative = inhibition, most hits filed as inhibitors; AID 1645870;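 further: potency means the concentration at half of the fitted maximal effect; plate controls were DMSO vehicle for no effect and no enzyme for full effect; nearly all actives have a fitted effect of over 65% in size; many of its hits are not listed in these tables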
Target sequence (Q9BV86 whole entry, looked up): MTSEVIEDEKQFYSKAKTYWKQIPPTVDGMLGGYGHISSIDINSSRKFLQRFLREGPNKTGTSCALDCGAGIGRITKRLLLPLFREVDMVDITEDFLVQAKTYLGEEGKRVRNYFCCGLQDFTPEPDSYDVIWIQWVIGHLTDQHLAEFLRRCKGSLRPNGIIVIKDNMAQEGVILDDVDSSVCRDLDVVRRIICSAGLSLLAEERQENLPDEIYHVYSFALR
B2AR arrestin ag – ADRB2 beta-arrestin recruitment; P07550; HTLA Tango cells, beta-arrestin recruitment, luciferase luminescence, 18 h; Potency, µM (titrated, usually from 46.1 µM), without a hit: at the highest dose activation, actives largely listed as activators; 44,000 tested, under 10 active; AID 1347077;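 further: potency means the concentration at half of the fitted maximal effect; 0% = DMSO and full agonism = EC100 isoproterenol or metaproterenol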
Target sequence (P07550 whole entry, looked up): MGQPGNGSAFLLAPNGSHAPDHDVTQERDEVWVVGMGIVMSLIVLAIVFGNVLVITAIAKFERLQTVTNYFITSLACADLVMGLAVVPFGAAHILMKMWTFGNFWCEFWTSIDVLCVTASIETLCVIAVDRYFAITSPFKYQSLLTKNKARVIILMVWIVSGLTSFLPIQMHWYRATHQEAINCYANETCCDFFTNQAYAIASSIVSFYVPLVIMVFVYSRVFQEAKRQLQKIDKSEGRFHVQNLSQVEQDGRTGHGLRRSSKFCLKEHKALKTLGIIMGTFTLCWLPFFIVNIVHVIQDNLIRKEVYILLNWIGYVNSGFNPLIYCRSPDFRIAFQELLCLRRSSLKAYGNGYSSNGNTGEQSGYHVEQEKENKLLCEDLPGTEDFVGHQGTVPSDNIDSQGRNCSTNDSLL
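Tango cells (recombinant beta2-AR, beta-arrestin, tTA-driven luciferase), 1500/well in DMEM 1% FBS, treated 18 h at 37 °C with compounds up to 46 µM; luciferin mix added, luminescence read after 15 min; %activity curves fitted and curve-classed.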
Starred values were filed as active, the others as inactive; ? = inconclusive; / = no result given; [ ] = another dose, or the depositor's remark. The call rests on the fitted dose curve; in most records, active means well fitted curve in the direction sought with a large enough effect; inconclusive means small, poorly fitted or top-dose-only effect, or another doubt; inactive means no such curve, though single readings can be large; an effect the other way counts as inactive or inconclusive.

SMILES	GALK inh	p53null 39C kill	PTAP-TSG101 blk	FH mod	p53null 32C kill	NTMT1 inhibitor	B2AR arrestin ag
CCCOc1ccc(C2c3c(-c4ccccc4O)n[nH]c3C(=O)N2Cc2cccnc2)cc1 (stereo not drawn)	-1%	?	-1%	-19%	39%[activator]	7%	-1%
COc1ccc(NC(=O)CSc2nc(-c3ccco3)nc3cc(=O)[nH]n23)cc1	1%	3%	-5%	/	0%	/	-1%
COc1ccccc1CCNC(=O)c1ccc2c(c1)c(C)c(C)n2C	-2%	-11%	2%	?	-10%	-11%	0%
Cc1ccc(-n2ncc(C(=O)N3CCN(c4cccc(C)c4)C(C)C3)c2C2CCN(C(=O)OC(C)(C)C)CC2)cc1 (stereo not drawn)	1%	30%	-7%	-19%	50%[activator]	7%	1%
CCCSc1oc(-c2cccs2)nc1S(=O)(=O)c1ccc(C)cc1	0%	18%	4%	-18%	19%	34%[activator]	-2%
CCOc1ccc(CCNC(=O)c2ccc3c(c2)N(Cc2ccccc2F)C(=O)c2ccccc2S3=O)cc1OCC (stereo not drawn)	0%	-18%	0%	-17%	-2%	10%	-2%
COc1cccc(C(=O)c2cn(CC(=O)NCCc3ccccc3)c3nc(C)ccc3c2=O)c1	1%	-18%	-1%	-2%	-6%	-9%	0%
Cc1ccc(Cc2nc3ccccc3nc2SCC(=O)NCCc2ccccc2)cc1	-2%	-6%	-1%	0%	5%	-3%	1%
COc1ccc(N(C)C(=O)C2CCN(S(=O)(=O)c3cc(Br)cc4c3N(C(C)=O)CC4)CC2)cc1	1%	-11%	0%	-6%	-1%	-1%	1%
CN1CCN(C(=O)c2cnn(-c3ccc(F)cc3F)c2C2CCN(C(=O)OC(C)(C)C)CC2)CC1	3%	-8%	-4%	6%	4%	20%	2%
CCOc1ccccc1CNC(=O)c1cnc2sc(N3CCCCCC3)nn2c1=O	-1%	-6%	-8%	-5%	-8%	?	0%
Cc1ccc(C(=O)Nc2ccc(C(=O)OCc3cc(=O)n4ccsc4n3)cc2)cc1	-4%	-1%	-1%	3%	-1%	-5%	-1%
Cn1cc(S(=O)(=O)N2CCCC2)cc1C(=O)N1CCN(c2cccc(Cl)c2)CC1	1%	-14%	1%	-9%	5%	-5%	1%
COc1ccc(CCNC(=O)CCCn2c(=O)c3ccccc3n(Cc3cccc(Cl)c3)c2=O)cc1OC	2%	0%	-5%	-4%	13%	-20%	-1%
Cc1nnc(NC(=O)CSCc2cc(=O)c3ccc(C)c(C)c3[nH]2)s1	0%	-7%	0%	-26%	4%	-6%	0%
O=C(c1cccc([N+](=O)[O-])c1)N1CCN(CCc2ccncc2)CC1	1%	10%	-1%	6%	-14%	8%	0%
COc1cccc(Cn2c(=O)n(-c3cc(C)cc(C)c3)c(=O)c3oc4ccccc4c32)c1	-8%	-7%	-1%	-4%	-1%	-13%	2%
Cc1cccc(NC(=O)N2CCN3CCCCC3C2)c1C (stereo not drawn)	2%	2%	0%	-1%	3%	-3%	0%
CCOc1ccc(NCc2cccn2-c2nnc(N3CCC(C(=O)NCc4cccc(OC)c4)CC3)s2)cc1	5%	-4%	-5%	-18%	-11%	-2%	-2%
CNC(=O)c1c(NC(=O)Cc2coc3ccc(C)cc23)sc2c1CCCC2	0%	25%	-1%	?	14%	-1%	1%

Next section; the last 4 above are carried over.
SMILES	GALK inh	p53null 39C kill	PTAP-TSG101 blk	FH mod	p53null 32C kill	NTMT1 inhibitor	B2AR arrestin ag
COc1cccc(Cn2c(=O)n(-c3cc(C)cc(C)c3)c(=O)c3oc4ccccc4c32)c1	-8%	-7%	-1%	-4%	-1%	-13%	2%
Cc1cccc(NC(=O)N2CCN3CCCCC3C2)c1C (stereo not drawn)	2%	2%	0%	-1%	3%	-3%	0%
CCOc1ccc(NCc2cccn2-c2nnc(N3CCC(C(=O)NCc4cccc(OC)c4)CC3)s2)cc1	5%	-4%	-5%	-18%	-11%	-2%	-2%
CNC(=O)c1c(NC(=O)Cc2coc3ccc(C)cc23)sc2c1CCCC2	0%	25%	-1%	?	14%	-1%	1%
CCN(Cc1ccccc1)c1ncnc2c1cnn2-c1ccc(F)cc1	-1%	-11%	-1%	-7%	-10%	8%	5%
Cn1c(=O)c2c(nc(NCc3ccccc3)n2Cc2ccc(Cl)c(Cl)c2)n(C)c1=O	2%	-15%	-3%	-21%	?	-1%	1%
COc1ccccc1NC(=O)c1oc2ccccc2c1NC(=O)C(C)C	7%	-12%	-1%	-6%	3%	-4%	1%
CC(C)c1ccc(S(=O)(=O)c2nnn3c2nc(N2CCOCC2)c2sccc23)cc1	4%	5%	3%	?	-16%	-15%	0%
COC(=O)c1c(-c2ccc(Cl)cc2)noc1N1CCN(c2ccccc2OC)CC1	-7%	?	-3%	-9%	13%	3%	2%
COCCNC(=O)CCC(=O)NNc1nc2ccccc2c2nc(-c3ccccc3)nn12	-2%	?	-8%	0%	-9%	0%	-1%
Cc1cc(N2CCCCC2)nc2ccc(NC(=O)CCC(=O)N3CCN(c4cccc(Cl)c4)CC3)cc12	0%	11%	1%	-39%	19%	?	-1%
CCC1Oc2ccc(C)cc2N(CC(=O)NCc2ccc(F)cc2)C1=O (stereo not drawn)	-1%	1%	-1%	8%	0%	-12%	-2%
COc1ccc(Cn2ccnc2SCC(=O)Nc2ccc3c(c2)OCCO3)cc1	0%	7%	0%	-5%	-1%	7%	-1%
CCOc1ccc(-n2c(-c3ccccc3)c(C)n3c4c(=O)n(C)c(=O)n(C)c4nc23)cc1	3%	-15%	-7%	-6%	13%	4%	1%
O=C(Nc1ccc2c(c1)N(C1CCCC1)C(=O)c1ccccc1S2)c1cccc(F)c1	-4%	12%	-1%	-18%	-4%	3%	-2%
CC1(C(=O)NC2CCCCC2)Cc2ccccc2C(=O)N1Cc1ccc(F)cc1 (stereo not drawn)	1%	9%	-9%	1%	0%	-11%	-1%
Cc1ccc(OCC(=O)Nc2cc3nn(-c4ccccc4)nc3cc2C)cc1	2%	-19%	1%	-8%	-5%	15%	-1%
COc1ccc(NC(=O)C2CCCN(S(=O)(=O)c3c(C)[nH]c(=O)[nH]c3=O)C2)c(OC)c1 (stereo not drawn)	1%	-10%	-1%	0%	2%	-5%	-2%
Cc1cccc(S(=O)(=O)c2cn(C)c3cc(N4CCN(c5ccccc5)CC4)c(F)cc3c2=O)c1	0%	13%	-3%	-1%	3%	-25%	0%
Cc1cccc(-c2nc(S(=O)(=O)c3ccccc3)c(N3CCN(c4ccccc4)CC3)o2)c1	4%	-15%	3%	-12%	-4%	1%	-1%
COc1cccc(NC(=O)CSc2nc3ccccc3nc2N2CCOCC2)c1	0%	-4%	24%	-20%	5%	-1%	0%
Cc1c2cnn(-c3ccccc3)c(=O)c2c(C)n1CC(=O)NCc1ccccc1	-11%	-14%	0%	-2%	3%	-8%	-3%
CCc1ccc(NC(=O)Cn2c(=O)n(Cc3nc(C)no3)c(=O)c3cc4c(cc32)OCO4)cc1	0%	-7%	2%	-10%	2%	?	?
O=C(COc1ccccc1)NCCc1csc(-c2ccc(Cl)cc2)n1	-5%	?	-8%	-26%	-8%	-3%	-1%
COc1ccc(-c2nnc(SCC(=O)N3CCC(C)CC3)o2)cc1	2%	-22%	0%	-8%	-12%	-2%	1%
COc1ccc(C)cc1NC(=O)c1oc2ccc(S(=O)(=O)N3CCCCC3)cc2c1C	1%	5%	-5%	-7%	-2%	15%	-1%
O=C1Cc2cc(S(=O)(=O)Nc3ccc(OC(F)(F)F)cc3)cc3c2N1CCC3	-1%	-15%	-1%	-29%	20%	-4%	0%
CCOC(=O)c1c(S(=O)(=O)N2CCC(C(=O)NCc3ccccc3Cl)CC2)c(C)n(C)c1C	-8%	-3%	0%	26%	6%	15%	-1%
COc1ccc(C2C=C(c3ccccc3)Nc3nc(NC(=O)/C=C/c4ccccc4)nn32)cc1 (stereo not drawn)	-1%	-10%	-4%	7%	4%	13%	-2%
CCOC(=O)c1cc(-c2ccccc2)n(CC(=O)N(C)c2ccc(OC)cc2)c1C	-3%	18%	-12%	?	35%[activator]	17%	2%
CCCSc1nnc2n(-c3cccc(C)c3)c(=O)c3c4c(sc3n12)CCCC4	2%	-19%	1%	?	12%	-6%	7%
Cc1oc2ncnc(N3CCOCC3)c2c1C(=O)NCc1ccccc1	-1%	1%	-3%	2%	-10%	4%	2%
COc1ccc(CN(C(=O)Nc2cc(C)ccc2C)C2CCN(C(C)=O)CC2)cc1	3%	1%	-3%	4%	-7%	0%	0%
Cc1cc(C)cc(-n2ccn(CC(=O)Nc3cc(C)ccc3C)c(=O)c2=O)c1	-11%	-10%	1%	2%	-9%	19%	1%
O=C(Cn1cc(SCc2c(F)cccc2Cl)c2ccccc21)N1CCCCC1	3%	-22%	4%	-31%	-6%	0%	-1%
Cc1cc(C)c2c(CC(=O)Nc3ccc(S(=O)(=O)N4CCCCC4)cc3)coc2c1	7%	11%	-7%	-29%	24%	10%	-2%
CCC(C(=O)NCc1ccc(OC)c(OC)c1)n1nc(C)c2c(C)n(-c3ccc(C)cc3)nc2c1=O (stereo not drawn)	0%	4%	-2%	-20%	-6%	11%	1%
COC(=O)c1scc(-c2ccccc2)c1S(=O)(=O)Nc1ccc(C)c(Cl)c1	3%	21%	-2%	?	29%	15%	0%
Cc1cccc(N2CCN(S(=O)(=O)c3ccc4oc(=O)c5ncn(C)c5c4c3)CC2C)c1 (stereo not drawn)	1%	13%	-3%	/	3%	/	5%
CCOc1ccc(CNC(=O)C2CCN(S(=O)(=O)c3cn(C)cn3)CC2)cc1OC	-1%	28%	-1%	3%	4%	9%	-1%
Cc1ccc(CCNC(=O)CS(=O)Cc2nc(-c3ccccc3Cl)oc2C)cc1 (stereo not drawn)	7%	-13%	-10%	-5%	-3%	-15%	-1%
CCOC(=O)N1CCc2c(sc3c2C(=O)NC(c2cc(OC)c(O)c(OC)c2)N3)C1 (stereo not drawn)	1%	7%	25%	-18%	22%	?	1%
COC(=O)c1ccccc1NC(=O)CSc1nc2ccccc2nc1Cc1ccccc1OC	-1%	-3%	2%	-10%	-4%	10%	2%
Cc1cccc(-n2nnc(-c3nc(-c4ccccc4)no3)c2N)c1C	1%	20%	3%	-1%	18%	4%	-1%
COc1ccc(CCNC(=O)CCc2cn(Cc3ccc(C)cc3)c3ccccc23)c(OC)c1OC	?	32%[activator]	0%	-23%	16%	-2%	-1%
O=C(CSc1nnc(-c2ccc(Cl)cc2)o1)N1CCc2ccccc21	3%	13%	-5%	11%	-2%	-3%	-1%
CCc1cccc(NC(=O)c2cc3c(=O)[nH]c4ccccc4c3n2C)c1	-3%	-10%	-8%	1%	-17%	3%	0%
CCSc1oc(-c2cccs2)nc1S(=O)(=O)c1ccc(Br)cc1	0%	4%	-4%	-13%	13%	12%	-2%

From PubChem BioAssay

Some of the compounds tested. The share of hits here may be higher or lower than overall.
